# p53ts 32C tox – cytotoxicity in p53ts cells at permissive temperature. Potency, µM (series often up to 46.1 µM), for inactives: at the top dose activity change, negative = cytotoxicity, usual class: cytotoxic. hit rate 0.93% among 130,000. H1299-p53A138V at 32C, ATP luminescence viability, 24 h;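 note: 0% = DMSO and -100% = full killing by reference compound; nearly all actives have a fitted effect of over 55% in size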
#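 Viability by ATPlite luminescence after 24 h compound treatment (up to 46 uM) at the permissive 32C. Cells are H1299 carrying p53 A138V. Scale runs from DMSO basal to 100 uM tamoxifen as full kill; AC50 from Hill fits.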
# Imprint erasure – genomic imprint erasure induction | mouse ES Peg3-LacZ reporter, beta-gal luminescence, 40 h | Potency, µM (doses to about 60.7 µM), for the others: top-dose activity change, positive = activation, most hits filed as activators | hit rate 0.02% among 110,000 | AID 1948;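 note: 0% = negative control wells on the plate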
#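 Gelatin-coated wells received 300 freshly trypsinized female ES cells with a Peg3LacZ-Neo reporter on the maternal allele, then incubated 40 hours at 37C. BetaGlo was added for 5 minutes at room temperature before a single luminescence read.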
# IkB sig inh – inhibitors of IkB signaling in ABC-DLBCL cells; hit rate 0.04% among 110,000; ABC-DLBCL IkBa-CBG/CBR dual luciferase ratio, 4 h; response scale: scaled: untreated 0%, proteasome inhibitor 100%; AID 445; Potency, µM (top dose mostly 57.1 µM), for inactives: at the top dose IkBa stabilization activation; active = well fitted curve in the direction sought with a large enough effect in the signal ratio, not every such curve was filed as active; inconclusive = small, poorly fitted or top-dose-only effect, or a change in a side signal; the % refers to the signal ratio;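 note: the direction sought is a rising ratio; 0% = basal untreated cells and 100% = reference inhibitor full response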
#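 Curves were fitted separately to fusion (green), unfused (red) and ratio luminescence, then classed by r2, magnitude and activity. Cells: OCI-Ly3, 4 h compound plus doxycycline at 37C; 10 uM MG-132 defined full response.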
# p53ts 39C tox – cytotoxicity in p53ts cells at nonpermissive temperature | H1299-p53A138V viability at 39C, ATP luminescence, 24 h | Potency, µM (top dose mostly 46.1 µM), for inactives: top-dose activity change, negative = cell killing, hits mostly cytotoxic | hit rate 1.5% among 130,000; note: nearly all actives have a fitted effect of over 55% in size
# * hit, by the source's call; ? = inconclusive; · = not tested or not shown; [ ] = dose if it differs, or a comment. Unless noted, calls come from the whole dose curve; as a rule, active = well fitted curve in the direction sought with a large enough effect; inconclusive = small, poorly fitted or top-dose-only effect, or another doubt; inactive = no such curve, though single readings can be large; an effect the other way counts as inactive or inconclusive. Unless noted, % is set by controls: 0 for no effect and ±100 for the full control effect; potency is the fitted concentration of half-maximal effect. This is a random part of the collection; any-hit rate near 1.7%.
# The line under a structure holds: p53ts 32C tox	Imprint erasure	IkB sig inh	p53ts 39C tox
1. CS(=O)(=O)c1ccc(C(O)C(CO)NC(=O)C(Cl)Cl)cc1 (stereo unspecified)
    14%	-11%	·	2%
2. CCc1ccc(NC(=O)CSC2=Nc3ccccc3C3=NC(CC(=O)NC4CCCCC4)C(=O)N23)cc1 (stereo unspecified)
    1%	-5%[10.9 µM]	?	-3%
3. CCCc1cc2c(c(NC(C)=O)n1)c(=O)oc1ccccc12
    -11%	-4%	-5.2%	6%
4. Cc1cc2c(c(=O)o1)C(C13C=CC(CC1)C3)C(C#N)=C(N)O2 (stereo unspecified)
    1%	-6%	-0.9%	5%
5. Cc1ccc(-c2nnc3c4ccccc4c(C)nn23)cc1NC(=O)c1ccccc1
    1%	-7%[10.9 µM]	-0.2%	12%
6. O=C(Nc1ccccc1)NC1CCS(=O)(=O)C1 (stereo unspecified)
    0%	·	·	7%
7. O=C(Nc1ccc2nc(SCc3ccccc3)sc2c1)c1cccc(F)c1
    -8%	-9%[10.9 µM]	-1.5%	15%
8. CC1(C)CC2(CCO1)N1CC3(C)CN2CC(C)(C1)C3O (stereo unspecified)
    4%	1%	1.3%	14%
9. Cc1cc(C)cc(OCCSc2nc3ccc(NC(=O)COc4ccccc4)cc3s2)c1
    -8%	-8%[10.9 µM]	?	-6%
10. Cc1ccc(-c2nn3c(-c4ccccc4)nnc3c3ccccc23)cc1
    4%	-10%[10.9 µM]	0.2%	6%
11. O=C1c2ccccc2C(=O)N1Cc1nn2c(-c3ccc(Cl)cc3)nnc2s1
    0%	?	-0.3%	-2%
12. CCOc1ccc(-c2nnn(CC(=O)Nc3cccc(OC)c3)n2)cc1OCC
    2%	-15%	1.5%	-11%
13. Cc1nc(C)n(CC(O)COc2ccc3ccccc3c2)n1 (stereo unspecified)
    5%	-22%	-1.2%	5%
14. CCCN1CCN(CCCNC(=O)c2c(C)nn(-c3ccc(F)cc3)c2-n2cccc2)CC1
    0%	-4%[10.9 µM]	?	4%
15. CC(C)CCNC(=O)C(c1ccco1)N(C(=O)Cn1nnc2ccccc21)c1ccc2c(c1)OCO2 (stereo unspecified)
    -1%	-3%	0.1%	-6%
16. Cc1noc(C)c1-c1nc(N(C)C)c2ccccc2n1
    5%	-14%	0.1%[11.4 µM]	-17%
17. O=C(Nc1cc(C(F)(F)F)ccc1N1CCCC1)c1cccnc1
    -8%	-6%	1.6%	-5%
18. CCOc1ccc(C(c2c(O)cc(C)n(CCOC)c2=O)N2CCN(c3ccccc3)CC2)cc1 (stereo unspecified)
    9%	-9%[10.9 µM]	?	-9%
19. CC(Oc1ccc(Cl)cc1Cl)C(=O)NCCCN1CCOCC1 (stereo unspecified)
    -2%	-11%	-1.5%	3%
20. Cc1ccc(C)c(NC(=O)CCCN2C(=O)C(c3ccccc3)Oc3cccnc32)c1 (stereo unspecified)
    -8%	-13%[10.9 µM]	0.0%	-21%
21. CCC(=O)N1CCc2cc(S(=O)(=O)N3CCN(C(=O)c4ccco4)CC3)ccc21
    -7%	?	-0.5%	-16%
22. COC(=O)c1cccc(C23CC4(C2)[C@H](CN(Cc2ccc(-c5ccccc5)cc2)[C@@H]4c2ccccc2)C3c2ccccc2)c1 (stereo partly specified)
    30%[activator]	-9%	·	4%
23. COc1ccc(C)cc1NC(=O)CSc1nc2ccccc2nc1N1CCOCC1
    6%	-10%[10.9 µM]	?	1%
24. CCCOC(=O)c1ccc(Oc2cn[nH]c2-c2ccc(OC)cc2O)cc1
    ?	-37%[inhibitor]	?	?
25. Cc1ccc(NC(=O)c2nnn(CC(=O)Nc3ccc(C)c(Cl)c3)c2N)c(C)c1
    7%	8%[10.9 µM]	1.2%	-7%
26. CCCCCSc1nnc2c(n1)OC(C)N(C(C)=O)c1ccccc1-2 (stereo unspecified)
    -7%	-18%	-4.5%	1%
27. CC(NC(=O)Nc1ccccn1)N1C(=O)C2C3C=CC(C3)C2C1=O (stereo unspecified)
    -3%	-8%	-0.4%	-3%
28. O=C(COC(=O)C1(c2ccccc2F)CCCC1)NC1CCS(=O)(=O)C1 (stereo unspecified)
    2%	-8%	0.0%	0%
29. COc1ccc2cc(-c3nc4ccccc4n3C)c(=O)oc2c1
    ?	·	·	0%
30. CC(=O)N1CCc2cc(C(=O)CN3CCCCC3)ccc21
    -5%	-5%	1.3%	-7%
31. CC(=O)O[C@H]1C[C@H]2CC[C@@H]3[C@@H](CC[C@]4(C)[C@H](OC(C)=O)[C@H]([N+]5(C)CCCCC5)C[C@@H]34)[C@]2(C)C[C@H]1[N+]1(C)CCCCC1
    -3%[20.6 µM]	-4%[16.8 µM]	0.3%[25.6 µM]	11%[20.6 µM]
32. NC(=O)CSc1nc(-c2ccccc2)c(-c2ccccc2)o1
    13%	·	·	4%
33. Cc1ccccc1-c1nn2c(=O)cc(CN3CCN(C(=O)c4ccccc4Br)CC3)nc2s1
    4%	-10%[10.9 µM]	-1.0%	-18%
34. COC(=O)[C@@]1(Cc2ccc(F)cc2)[C@H]2c3cc(C(=O)N4CCCC4)n(CCF)c3C[C@H]2CN1C(=O)c1ccccc1
    32%[activator]	2%	·	44%[activator]
35. CCOC(=O)c1cnc2ccc(Br)cc2c1NCCN1CCOCC1
    4%	-15%[10.9 µM]	?	-13%
36. CCN(C(=O)C1CCN(S(=O)(=O)c2cc(Br)cc3c2N(C(C)=O)CC3)CC1)c1cccc(C)c1
    2%	-3%[10.9 µM]	?	-6%
37. CNC(=O)C1CC(=O)N(c2ccc(F)c(Cl)c2)C1 (stereo unspecified)
    3%	-7%	0.0%	-1%
38. O=C(Nn1cc(C(=O)N2CCN(c3ccccc3F)CC2)c2ccccc2c1=O)c1cnccn1
    ?	13%	7.8%	-24%
39. CCCN(c1ccc(C(C)C)cc1)S(=O)(=O)c1c(C)[nH]c(=O)[nH]c1=O
    -3%	-18%	0.7%	-3%
40. Cc1nc2ccc(S(=O)(=O)CCC(=O)Nc3ccc(Cl)cc3)cc2s1
    -1%	-10%[10.9 µM]	?	-19%
41. CCOC(=O)C(Cc1ccccc1)C(=O)Nc1nccs1 (stereo unspecified)
    -8%	-8%	2.2%	7%
42. Cc1cccn2c(=O)c3cc(C#N)c(=NC(=O)c4ccncc4)n(CCCOC(C)C)c3nc12
    -8%	2%	-0.5%	12%
43. O=C(O)c1ccc(NC(=O)C2CC=CCC2C(=O)O)cc1 (stereo unspecified)
    3%	1%	-0.8%	3%
44. CCc1cccc(NC(=O)c2cc3c(=O)n(Cc4ccccc4)ccc3nc2C)c1
    1%	-9%[10.9 µM]	?	-16%
45. CCOC(=O)c1sc(NC(=S)NC(=O)C23CC4CC(CC(C4)C2)C3)cc1C
    9%	·	·	-7%
46. C=C(C)Cn1c(N2CCCC2)nc2c1c(=O)[nH]c(=O)n2C
    11%	-8%	-3.0%	13%
47. CC(=O)Nc1cc(C(=O)N2CCCC2)ccc1S(=O)(=O)c1ccc(C)cc1
    -8%	-8%	-2.3%	-3%
48. COC1=C(OC)c2ccccc2C(C(=O)O)N/C1=C(/C)Nc1ccncc1 (stereo unspecified)
    5%	8%	?	1%
49. COC(=O)c1ccccc1N(C)S(=O)(=O)c1cc2c3c(c1)CC(=O)N3CCC2
    9%	-4%[10.9 µM]	0.2%	-3%
50. Cc1ccc(CNC(=O)CN2C(=O)CSc3c2c(C)nn3-c2ccccc2)cc1
    -5%	-12%[10.9 µM]	0.0%	-15%
51. O=C(NS(=O)(=O)c1ccc(NC(=O)C2CCCO2)cc1)c1ccccc1 (stereo unspecified)
    -2%	-12%	-4.9%	10%
52. CCOc1ccc(C(C)=O)cc1N1C(=O)C2C3C=CC(O3)C2C1=O (stereo unspecified)
    2%	-31%[inhibitor]	?	-1%
53. COCCn1c(=O)c(-c2cc(F)cc(F)c2)nc2cncnc21
    -4%	-1%	-1.2%[11.4 µM]	-15%
54. CC(=O)c1c(C)[nH]c(C(=O)CSc2nnc(C3CCCCC3)n2N)c1C
    7%	-47%[inhibitor]	-2.1%	0%
55. CCOc1ccc(NC(=O)CC2C(=O)N(c3ccccc3)C(=O)N2CCc2sccc2C)cc1 (stereo unspecified)
    -13%	-12%[10.9 µM]	?	-18%
56. CC(=O)c1cccc(NC(=O)N2CCCC2C(=O)Nc2cccc(C)c2C)c1 (stereo unspecified)
    -4%	-11%	2.2%	-8%
57. CCc1nn(CC(=O)NCCCN2CCCC2=O)c(=O)c2cc3sccc3n12
    0%	-12%	-1.7%	11%
58. COCCCN1C(=O)C(O)=C(C(=O)c2ccco2)C1c1cccc(Br)c1 (stereo unspecified)
    9%	1%	-1.5%	12%
59. CCCC(=O)Nc1ccc(S(=O)(=O)N2CCOCC2)cc1
    -3%	·	·	-9%
60. COC(=O)Nc1ncc(CN2C(=O)c3ccccc3C2=O)s1
    12%	-10%	-2.3%	2%

# In the list so far, these have a furan ring, fused or not:
# The line under a structure holds: p53ts 32C tox	Imprint erasure	IkB sig inh	p53ts 39C tox
15. CC(C)CCNC(=O)C(c1ccco1)N(C(=O)Cn1nnc2ccccc21)c1ccc2c(c1)OCO2 (stereo unspecified)
    -1%	-3%	0.1%	-6%
21. CCC(=O)N1CCc2cc(S(=O)(=O)N3CCN(C(=O)c4ccco4)CC3)ccc21
    -7%	?	-0.5%	-16%
58. COCCCN1C(=O)C(O)=C(C(=O)c2ccco2)C1c1cccc(Br)c1 (stereo unspecified)
    9%	1%	-1.5%	12%

# (cont.)
# The line under a structure holds: p53ts 32C tox	Imprint erasure	IkB sig inh	p53ts 39C tox
61. CC1CCCCC1NC(=O)c1ccc(S(=O)(=O)NCc2ccco2)cc1 (stereo unspecified)
    -1%	-7%	0.5%	-1%
62. O=S(=O)(Nc1nc2ccccc2nc1Nc1ccc2c(c1)OCO2)c1ccccc1
    6%	·	·	8%
63. O=C(OCN1C(=O)c2ccccc2C1=O)c1ccc2c(=O)n3c(nc2c1)CCC3
    7%	6%	1.2%	-4%
64. C[C@@H](C(=O)Nc1ccc2ccccc2c1)[C@@H]1C[C@@]1(C)[C@@H](NS(=O)(=O)c1ccc(-c2ccccc2)cc1)c1ccccc1
    8%	-17%	·	9%
65. Cc1ccc2nc(NCCO)nc(-c3ccccc3)c2c1
    -2%	-11%	1.2%	-26%
66. COc1ccc(C(=O)CSc2nnc(-c3ccoc3C)n2CC2CCCO2)cc1 (stereo unspecified)
    7%	20%	1.4%	0%
67. COc1cccc(Cc2nc3ccccc3nc2SCC(=O)Nc2cccc(C)c2)c1
    -2%	-15%[10.9 µM]	?	-3%
68. Cc1cccc(OCC(=O)N(Cc2cccs2)C2CCS(=O)(=O)C2)c1 (stereo unspecified)
    2%	3%	14%	5%
69. CCc1ccc(OCC(=O)NCc2ccco2)c(Br)c1
    -15%	-16%	?	-7%
70. COc1ccc2c(c1)c1c(c(=O)n(-c3ccccc3C)c(=O)n1C)n2C
    2%	2%[10.9 µM]	-2.2%	8%
71. CC1=C(C(=O)Nc2cccc(C(F)(F)F)c2)C2(CCCCC2)OC1=O
    7%	8%[10.9 µM]	-0.2%	-9%
72. COCCNC(=O)CN1CCN(Cc2cccc(Cl)c2)C1=O
    2%	-7%	-2.2%	2%
73. CCOc1ccc(-c2nc(Cn3c(=O)cc(C)c4c(C)nn(-c5ccc(C)cc5)c43)c(C)o2)cc1
    -1%	-11%[10.9 µM]	1.1%	2%
74. CCCCCOc1ccc(NC(=O)Cn2c(-c3nonc3N)nc3ccccc32)cc1
    5%	-5%[10.9 µM]	0.9%	-4%
75. Cc1ccc(NC(=O)c2cccn2-c2nnc(N3CCCCC3)s2)cc1Cl
    -9%	2%[10.9 µM]	-0.3%	-15%
76. COC(=O)Cc1cc(=O)[nH]c(Nc2nc3ccccc3o2)n1
    -21%	-11%	?	4%
77. Cc1cc(Nc2ccc(Br)cc2)nc(C)n1
    -13%	-10%[10.9 µM]	-1.6%	-10%
78. COc1ccccc1NC(=O)c1c(C)oc2c1CCCC2
    8%	·	·	24%

# Four structures from above, ordered by molecular weight, ascending:
# The line under a structure holds: p53ts 32C tox	Imprint erasure	IkB sig inh	p53ts 39C tox
78. COc1ccccc1NC(=O)c1c(C)oc2c1CCCC2
    8%	·	·	24%
70. COc1ccc2c(c1)c1c(c(=O)n(-c3ccccc3C)c(=O)n1C)n2C
    2%	2%[10.9 µM]	-2.2%	8%
61. CC1CCCCC1NC(=O)c1ccc(S(=O)(=O)NCc2ccco2)cc1 (stereo unspecified)
    -1%	-7%	0.5%	-1%
62. O=S(=O)(Nc1nc2ccccc2nc1Nc1ccc2c(c1)OCO2)c1ccccc1
    6%	·	·	8%

# Screens from PubChem BioAssay.
